MPTP block = permeability transition pore inhibition; isolated mouse mitochondria, Ca2+ swelling absorbance, 30 min; hit rate 1.4% among 360,000; inhibition, % at 10 µM;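 active means inhibition of 50% or more, scaled per plate between neutral and stimulator controls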;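 further: 0% = DMSO wells given calcium and 100% = 1 mM EGTA wells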
mIAP block = mouse IAP inhibition. purified mouse IAP, CDP-Star luminescence, 30 min. inhibition, % at 10 µM. hit rate 0.2% among 330,000;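 active means inhibition of at least 40% at 10 µM in the primary screen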;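 further: plate controls were DMSO with enzyme for no effect and no enzyme wells for full effect; values of inactives mirror those of a sister screen read the other way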
ATG4B inh = blocks human ATG4B protease cleavage of LC3 substrate; ATG4B cleavage of LC3-PLA2, NBD-HPC fluorescence, 1 h; AID 504462; hit rate 0.51% among 340,000; inhibition, % at 8.33 µM; in the data active means inhibition above about 40%
beta cell repl = inducers of beta-cell replication in MIN6 cells; hit rate 0.29% among 330,000; proliferation, % at 10 µM; MIN6 cells proliferation, ATPlite luminescence, 48 h; cells starved in 0.2% serum; 100% = growth in 10% serum; AID 2380;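 active means compounds whose signal lies at least 3.5 SD above the mean of all wells on their plate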;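 further: 0% = DMSO-treated cells in low-serum medium and 100% = 10% serum control; some compounds called inactive have numbers as strong as hits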
APOBEC3A inh = inhibitors of human APOBEC3A DNA deaminase; P31941; recombinant A3A, FAM/TAMRA ssDNA deamination fluorescence; inhibition, % at 20 µM; hit rate 0.41% among 330,000; AID 493011;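 active means at least 40% inhibition at 20 µM here, with at most 30% in a related deaminase screen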;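 further: plate controls were A3A with DMSO for no effect and wells lacking A3A enzyme for full effect; some results filed as inactive read as strong as hits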
Target sequence (P31941 whole entry, looked up): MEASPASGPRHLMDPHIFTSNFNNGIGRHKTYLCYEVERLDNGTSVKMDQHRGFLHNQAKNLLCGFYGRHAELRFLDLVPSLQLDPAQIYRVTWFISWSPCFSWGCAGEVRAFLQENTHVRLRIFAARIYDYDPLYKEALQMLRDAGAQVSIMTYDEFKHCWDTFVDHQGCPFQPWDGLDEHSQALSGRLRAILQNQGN
A3G deaminase = APOBEC3G (human) deaminase inhibition; recombinant A3G, ssDNA deamination FAM/TAMRA fluorescence; inhibition, % at 20 µM; hit rate 0.28% among 330,000;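 active means inhibition of at least 40% at 20 µM, with no more than 30% in the related APOBEC3A deaminase screen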;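 further: plate controls were DMSO wells with A3G for no effect and wells lacking A3G enzyme for full effect; some compounds called inactive have numbers as strong as hits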
Target sequence (Q9HC16 whole entry, looked up): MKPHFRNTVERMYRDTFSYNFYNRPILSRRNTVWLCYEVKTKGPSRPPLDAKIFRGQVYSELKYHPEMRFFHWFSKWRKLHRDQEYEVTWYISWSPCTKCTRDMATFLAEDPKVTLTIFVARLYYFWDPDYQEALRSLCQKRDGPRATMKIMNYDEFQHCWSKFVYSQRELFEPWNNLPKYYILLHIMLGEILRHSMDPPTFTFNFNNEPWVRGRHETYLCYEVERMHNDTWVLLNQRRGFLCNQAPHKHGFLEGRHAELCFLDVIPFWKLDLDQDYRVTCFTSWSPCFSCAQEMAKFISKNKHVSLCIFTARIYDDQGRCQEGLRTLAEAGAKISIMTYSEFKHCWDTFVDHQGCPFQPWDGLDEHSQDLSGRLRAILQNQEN
hIAP activ = increases human intestinal alkaline phosphatase activity | P09923 | purified human IAP, CDP-Star luminescence, 30 min; stronger effect = higher value; 1 = vehicle-only enzyme, 0 = enzyme-free background | activation factor at 10 µM | hit rate 0.16% among 330,000 | AID 2524;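 active means activation factor of the enzyme at least 2-fold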; further: the source names both 10 and 20 µM as test concentration; values of inactives mirror those of a sister screen read the other way
hIAP block = human IAP inhibition. P09923. purified IAP, CDP-Star luminescence, 30 min. inhibition, % at 10 µM. hit rate 0.12% among 330,000. AID 2544;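 active means inhibition reaching a set limit with compound at 10 µM in the primary screen, cut at about 35% in these data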;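 further: plate controls were DMSO wells with enzyme for no effect and no-enzyme buffer wells for full effect; values of inactives mirror those of a sister screen read the other way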
mIAP activ = increases mouse intestinal alkaline phosphatase activity; activation factor at 10 µM; hit rate 0.24% among 330,000; muIAP, CDP-Star luminescence, 30 min; stronger effect = higher value; 1 = vehicle-only enzyme signal, 0 = enzyme-free wells; AID 2805;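 active means activation factor of at least 2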; further: the source names both 10 and 20 µM as test concentration; values of inactives mirror those of a sister screen read the other way
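System: mouse IAP enzyme. Reagent: CDP-Star chemiluminescent phosphatase substrate. Benchmarks: DMSO wells, no-enzyme wells. Times: 30 min enzyme-substrate-compound incubation at room temperature. Detection: luminescence from enzymatic CDP-Star hydrolysis. Doses: test compounds delivered from DMSO solution.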
Active calls of the source: *; . = no result given. Hits appear at their usual frequency. Share with any hit: about 3.3%.

compound	MPTP block	mIAP block	ATG4B inh	beta cell repl	APOBEC3A inh	A3G deaminase	hIAP activ	hIAP block	mIAP activ
CC(C)OP(=O)(OC(C)C)C(NC(=O)c1cccc([N+](=O)[O-])c1)C(N)=O (stereo not given)	1.4	-8	4	0	6	0	1.1	-6	1.1
OCCN(CCO)c1ncnc2c1oc1ccc(Br)cc12	1.3	10	-4	-3	2	-2	0.94	6	0.9
CCC(C)C(=O)Nc1nnc(SCC(=O)N2C(C)CCCC2C)s1 (stereo not given)	-0.2	2	-4	-2	-3	-6	1.2	-23	0.97
C=CCn1c(C)cc(C(=O)CSc2nc3ccccc3c(=O)[nH]2)c1C	15	15	-6	-2	-1	-1	0.89	11	0.85
Cc1oc2cc(O)ccc2c(=O)c1-c1nncn1-c1ccccc1	-1.1	6	0	-4	2	4	0.92	8	0.94
CC(Sc1nncn1C)C(=O)Nc1ccccc1-c1ccccc1 (stereo not given)	0.2	-6	-3	-2	-4	-7	1.2	-16	1.1
CC(C)NC(=O)C1CCN(C2CCN(CC3CC=CCC3)CC2)CC1 (stereo not given)	0.7	-1	2	-2	-1	-2	1.1	-6	1
C=C1CC(C)OC(c2ccccc2OCC(O)CN2CCCCC2)C1 (stereo not given)	-0.5	6	-7	-2	1	-8	1.2	-24	0.94
Brc1ccc(-c2ccc(CNCc3ccccn3)o2)cc1	0.3	3	-4	-2	-1	-5	1.3	-26	0.97
CCOC(=O)c1c(NC(=O)C(Sc2ccccc2)c2ccccc2)sc(C(N)=O)c1C (stereo not given)	20	11	9	-6	2	-4	0.77	23	0.89
Brc1ccc(-c2csc(N3CCCCCC3)n2)cc1	1.1	13	-5	-3	2	-2	1.1	-6	0.87
CCOc1cc(-c2sc(Nc3ccc(CC)cc3)n[n+]2-c2ccccc2)ccc1OC	1.2	4	-1	0	-2	-2	0.82	18	0.96
O=[N+]([O-])c1ccc(/C=N/NC(=S)Nc2ccccc2F)o1	-0.2	25	-2	-2	-2	-2	1.1	-8	0.75
CCOCCCNC(=O)CN1N=C(c2ccc(C)cc2)CCC1=O	-0.9	0	-10	0	-6	-7	0.94	6	1
CC1CCC(NC(=O)CN(C)S(=O)(=O)c2cnc[nH]2)CC1 (stereo not given)	1.7	5	-7	0	0	-9	1	-2	0.95
NC(=O)CSc1nnc(CSc2ncccn2)n1-c1ccccc1	0.6	0	1	-1	1	0	0.97	3	0.99
COc1cccc(NC(=O)Cc2nnc(SCC(=O)NC3CCCCC3)n2C)c1	-0.6	3	1	-1	0	0	1.1	-13	0.97
O=C(Nc1ccc(F)c(Cl)c1)C1CC2CCC1C2 (stereo not given)	57*	-27	-1	-2	1	-1	0.94	6	1.3
COc1ccc(C(=O)Nc2nc3ccc(OC)cc3s2)cc1	0.5	-1	-12	-5	-5	-5	1.1	-6	1
N/C(=N\OCc1ccc([N+](=O)[O-])cc1)c1ccccn1	.	3	-8	-5	-4	-9	1	-3	0.97
CC1CCC2C(=O)N(c3cc(Cl)ccc3OC(=O)c3ccco3)C(=O)C2C1 (stereo not given)	-1.5	-9	-2	0	2	0	0.93	7	1.1
C=CCn1c(=O)c(C(=O)Nc2ccccc2S(N)(=O)=O)c(O)c2ccccc21	-4.0	4	3	-6	-3	1	1.2	-15	0.96
CCC12CN(C(=O)c3ccco3)CC(CC)(CN(C(=O)c3ccco3)C1)C2=O	-0.9	-8	-8	-2	-1	-3	1.4	-41	1.1
CCOC(=O)c1c2c3c(c(Cl)ccc3[nH]c1=O)C(=O)c1ccccc1-2	0.5	18	-1	-4	2	28	0.82	18	0.82
O=C(CCNS(=O)(=O)c1cccs1)N1CCN(c2cccc(C(F)(F)F)c2)CC1	0.1	-1	-13	1	-6	-10	0.83	16	1

Brought forward from above: three entries, followed by the next part.
compound	MPTP block	mIAP block	ATG4B inh	beta cell repl	APOBEC3A inh	A3G deaminase	hIAP activ	hIAP block	mIAP activ
CCC12CN(C(=O)c3ccco3)CC(CC)(CN(C(=O)c3ccco3)C1)C2=O	-0.9	-8	-8	-2	-1	-3	1.4	-41	1.1
CCOC(=O)c1c2c3c(c(Cl)ccc3[nH]c1=O)C(=O)c1ccccc1-2	0.5	18	-1	-4	2	28	0.82	18	0.82
O=C(CCNS(=O)(=O)c1cccs1)N1CCN(c2cccc(C(F)(F)F)c2)CC1	0.1	-1	-13	1	-6	-10	0.83	16	1
CC1CCCCN1C(=O)COc1ccc2ccc(=O)oc2c1 (stereo not given)	-0.1	-12	-6	-2	-1	-3	0.88	12	1.1
COc1ccccc1N(CN1C(=O)c2ccccc2C1=O)C(=O)c1cccnc1	-1.7	6	12	-1	1	-3	0.79	22	0.94
COCCNC(=O)CN(C(=O)Cn1nnc2ccccc21)c1ccc(F)c(Cl)c1	1.7	-11	-6	-2	-1	-4	1.1	-15	1.1
CCCCCCSc1cccc(-c2nc3ccc(C)cn3c2NCc2ccccc2)c1	3.2	-19	11	-8	-2	4	0.93	7	1.2
O=C(COc1ccc(Cl)cc1[N+](=O)[O-])N1CCCCCC1	-1.3	8	1	0	2	-5	0.96	4	0.92
COC(=O)CN1C(c2ccc(OC)cc2)=Nc2ccc(Cl)cc2C1c1ccccc1 (stereo not given)	6.0	-3	6	-3	-4	-5	0.91	9	1
COCCN1C(=O)C(=O)/C(=C(/O)c2ccc(S(=O)(=O)N3CCOCC3)cc2)C1c1ccc(O)cc1 (stereo not given)	3.2	11	4	-3	0	-4	1	-2	0.89

One compound at a time, as listed above.
`COCCNC(=O)CN(C(=O)Cn1nnc2ccccc21)c1ccc(F)c(Cl)c1` in the list: MPTP block = 1.7; mIAP block = -11; ATG4B inh = -6; beta cell repl = -2; APOBEC3A inh = -1; A3G deaminase = -4; hIAP activ = 1.1; hIAP block = -15; mIAP activ = 1.1
`COc1ccccc1N(CN1C(=O)c2ccccc2C1=O)C(=O)c1cccnc1` in the list: MPTP block = -1.7; mIAP block = 6; ATG4B inh = 12; beta cell repl = -1; APOBEC3A inh = 1; A3G deaminase = -3; hIAP activ = 0.79; hIAP block = 22; mIAP activ = 0.94
`Brc1ccc(-c2csc(N3CCCCCC3)n2)cc1` in the list: MPTP block = 1.1; mIAP block = 13; ATG4B inh = -5; beta cell repl = -3; APOBEC3A inh = 2; A3G deaminase = -2; hIAP activ = 1.1; hIAP block = -6; mIAP activ = 0.87

Quoted from the listing.
In ATG4B inh, `CCOCCCNC(=O)CN1N=C(c2ccc(C)cc2)CCC1=O` reads -10
In APOBEC3A inh, `Cc1oc2cc(O)ccc2c(=O)c1-c1nncn1-c1ccccc1` reads 2

Bioassay records as filed in PubChem BioAssay.
